KOR beta-arrestin-1: kappa opioid receptor blockers – cell-based, luminescence, uHTS (AID 1778); KOR beta-arrestin recruitment, luminescence, antagonist mode; higher % means a stronger effect; inhibition, % at 10 µM, or IC50 in µM where a hit was titrated; 290,000 compounds, 0.091% hits; further: strong numbers were not always called active
GPR55 antagonists: inhibition of LPI-stimulated GPR55 beta-arrestin translocation – imaging, U2OS, beta-arrestin-GFP, LPI agonist, primary screen (AID 2013); 290,000 compounds, 0.13% hits; U2OS GPR55 beta-arrestin-GFP translocation imaging, LPI antagonism; higher % means a stronger effect; one-dose inhibition, % at 10 µM; IC50 in µM for titrated hits;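 active means spots per cell inhibited over 60%, with over 100 cells counted and total cytoplasm intensity under 500,000; inconclusive means wells with under 100 cells, flagged as likely toxic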;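 further: U2OS cells stably carrying GPR55 and arrestin-GFP stimulated by 5 µM LPI near EC80; imaged beta-arrestin-GFP aggregate spots per cell after agonist stimulation; plate controls were LPI-stimulated DMSO wells for no effect and DMSO wells without LPI for full effect; some results filed as inactive read as strong as hits; confirmed hits need IC50 under 10 µM and bright autofluorescent wells are also inconclusive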
HIV fusion peptide: inhibitors of HIV fusion peptide binding, primary screen, biochemical, uHTS, fluorescence dequenching (AID 1986); cell-free peptide binding, fluorescence dequenching, 30 min; higher % means a stronger effect; one-dose inhibition, % at 20 µM; IC50 in µM for titrated hits; 290,000 compounds, 0.3% hits; in the data active means inhibition mostly above about 52%, no sharp cut-off; inactive means mostly below about 76%; further: some results filed as inactive read as strong as hits
NOD1 inhibition: inhibition of NOD1-driven NF-kB reporter – cell-based, luminescence, uHTS, primary screen (AID 1578); NOD1-driven NF-kB luciferase reporter cells, luminescence; higher % means a stronger effect; 290,000 compounds, 1% hits; inhibition, % at 4 µM, or EC50 in µM where a hit was titrated; in the data active means inhibition mostly above about 36%, no sharp cut-off; inactive means mostly below about 34%;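 further: HEK-293T reporter cells stimulated with the NOD1 agonist gamma-tri-DAP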
SV40 large T antigen: SV40 large T antigen inhibitors, biochemical (AID 1903); inhibition, % at 20 µM, or IC50 in µM where a hit was titrated; SV40 large T antigen ATPase/helicase inhibition assay; higher % means a stronger effect; 310,000 compounds, 0.39% hits; in the data active means a potency from the dose series; inconclusive means inhibition mostly from about 32% at the one dose, without a potency; inactive means the rest, 99 in 100 with inhibition below about 32%; further: strong numbers were not always called active
KOR beta-arrestin-2: KOR agonists, beta-arrestin recruitment, primary screen, cell-based, luminescence, uHTS (AID 1777); activation, % at 10 µM, or EC50 in µM where a hit was titrated; KOR beta-arrestin recruitment, luminescence; higher % means a stronger effect; 280,000 compounds, 0.02% hits; in the data active means activation above about 50%, passing the limit was not always enough; further: a part of the inactive calls stands beside numbers as strong as those of hits
Rac1 GTP hydrolysis: MgcRacGAP GTPase-activating activity inhibitors, confirmation, biochemical, ADP Hunter fluorescence. one-dose inhibition, % at 30 µM; IC50 in µM for titrated hits. 340,000 compounds, 0.6% hits. MgcRacGAP-stimulated Rac1 GTP hydrolysis, ADP Hunter fluorescence; higher % means a stronger effect; GST-tagged Rac1 F28L mutant substrate;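 active means first-screen hits whose inhibition reached a set limit at any dose in the follow-up dose series; inconclusive means inhibition above the set first-screen limit but never retested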;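 further: fluorescence reports GDP produced by GAP-driven GTP hydrolysis; strong numbers were not always called active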
GPR55 beta-arrestin: GPR55 agonists via beta-arrestin recruitment, primary screen, imaging, U2OS cells, beta-arrestin-GFP redistribution (AID 1961) | U2OS GPR55 beta-arrestin-GFP redistribution imaging; higher % means a stronger effect | 290,000 compounds, 0.048% hits | activation, % at 10 µM; hits with a dose series show EC50 in µM;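 active means activation above 40% with more than 50 cells counted in the well; inconclusive means wells holding fewer than 50 cells, flagged as toxic or sparse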;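 further: U2OS osteosarcoma cells stably expressing GPR55 and beta-arrestin-GFP; plate controls were DMSO negative control for no effect and LPI positive control for full effect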
HEK293 NOD2/NF-kB: NOD2 signaling inhibitors, cell-based, luminescence, uHTS, HEK293 (AID 1566) | 290,000 compounds, 0.63% hits | inhibition, % at 4 µM, or EC50 in µM where a hit was titrated | HEK293 NOD2/NF-kB luciferase reporter, luminescence; higher % means a stronger effect; further: many of its hits are not listed in these tables
* marks the source's active call; other numbers are inactive results; ? = inconclusive; . = no result given; [ ] = dose if it differs, or a comment. Unless noted, no stated cut-off is given here; in the data, active means inhibition above about 50%; inactive means the rest. Some of the compounds tested. The share of hits here may be higher or lower than overall.

Order of values: KOR beta-arrestin-1, SV40 large T antigen, HIV fusion peptide, NOD1 inhibition, GPR55 beta-arrestin, HEK293 NOD2/NF-kB, KOR beta-arrestin-2, GPR55 antagonists, Rac1 GTP hydrolysis
Cc1ccc(NC(=S)N(CCCN2CCCC2)Cc2cccn2Cc2ccc(Cl)cc2)cc1
 : 7.7%, 13.7%, -0.3%, -11.8%, 0.1%, -16.0%, 2.5%, 18.3%, -1.1%
O=C(Cc1ccccc1)N1CCc2[nH]nc(-c3ccccc3)c2C1
 : -0.4%, -4.9%, 0.1%, 2.4%, 0.2%, 16.8%, -2.5%, 5.2%, 12.9%
COc1ccc(CNC(=O)Oc2ccccc2)cc1Cl
 : 10.9%, 1.3%, -0.6%, -31.9%, 0.3%, -45.2%, -0.2%, -2.8%, 3.9%
O=C(CCCCCn1c(=O)[nH]c2ccsc2c1=O)NCc1cccs1
 : -9.5%, 1.6%, 2.0%, ., 0.3%, 1.1%, 4.2%, 5.3%, 9.1%
COc1cccc(NC(=O)COC(=O)c2ccccc2F)c1
 : 28.3%, 2.2%, -1.1%, -13.9%, -0.1%, 6.6%, -1.1%, 2.0%, 3.2%
CC(C)c1ccc(N(C(=O)C(F)(F)F)C(C(=O)NC2CCCCC2)c2ccncc2)cc1 (configuration not stated)
 : 5.0%, -32.2%, 2.1%, -6.1%, -0.1%, -6.3%, 1.3%, ., 0.7%
O=C1C2C3CCCC3=C3CCCC3C2C(=O)N1c1ccccc1 (configuration not stated)
 : -10.5%, 27.1%, 2.9%, -2.3%, -0.2%, -15.2%, -4.7%, 2.3%, 16.8%
O=C(CSc1nnc(-c2ccccc2)n1-c1ccc(Cl)cc1)NC1CCS(=O)(=O)C1 (configuration not stated)
 : 6.5%, 11.6%, 1.5%, -20.9%, -0.1%, 10.0%, 1.5%, 2.0%, 12.5%
CCN1CCN(Cc2ccc(NC(=O)c3ccc(C)c(NC(=O)c4nccnc4N)c3)cc2C(F)(F)F)CC1
 : -11.4%, 28.2%, -0.7%, 17.2%, -0.1%, 15.0%, 4.2%, -7.9%, 5.2%
CO/N=C(/c1nonc1N)N1CCN(c2ccc([N+](=O)[O-])cc2)CC1
 : 28.4%, 2.9%, 1.6%, -5.4%, -0.1%, -16.6%, 1.1%, 6.1%, 9.0%
CN1CCN(S(=O)(=O)c2cccc(C(=O)Oc3ccc(Br)cc3F)c2)CC1
 : 5.6%, 22.9%, -1.4%, -41.6%, 0.0%, -13.1%, 1.7%, 3.1%, 25.5%
CCC(/C=C1\Sc2ccc(OC)cc2N1CC)=C\c1sc2ccc(OC)cc2[n+]1CCCS(=O)(=O)[O-]
 : -3.8%, 10.1%, 10.2%, 2.5%, -0.4%, 11.1%, -4.0%, -3.8%, 11.7%
CCc1ccccc1NC(=O)COC(=O)C1C2CC3OC(=O)C1C3C2 (configuration not stated)
 : -0.5%, 3.0%, -0.9%, -3.2%, 0.2%, -2.4%, 1.2%, -4.9%, 3.6%
Cn1c(SCC(=O)Nc2ccc(F)cc2)nc2c(c1=O)SCC2
 : 9.6%, 5.1%, -1.4%, 34.7%, 0.0%, 12.9%, 1.2%, -3.6%, 7.7%
COc1cc(/C=C2\CCn3c2nc2cc(C(=O)O)ccc2c3=O)ccc1OC(F)F
 : 16.1%, 0.2%, 11.8%, 8.4%, -0.1%, -17.3%, -2.8%, 6.0%, 16.0%
CC(Sc1ccccc1)C(=O)NN=C1CCCCCCC1 (configuration not stated)
 : -10.3%, 1.5%, -2.1%, -22.0%, -0.6%, 11.7%, 2.0%, 13.5%, 5.3%
CCOc1cccc(CN2CCC(Oc3ccc(C(=O)N4CCCC4)cc3)CC2)c1
 : 24.7%, 9.8%, 0.5%, -3.5%, -0.2%, 16.6%, 0.6%, 18.0%, 8.0%
O=c1[nH]cnc(O)c1C(c1cccc([N+](=O)[O-])c1)c1c(O)nc[nH]c1=O
 : 9.1%, 6.4%, 0.1%, -3.5%, 0.0%, 9.0%, -2.0%, 0.1%, 10.9%
Cc1sc(NC(=O)C2CCCCC2C(=O)O)c(C(N)=O)c1C (configuration not stated)
 : -3.0%, 16.3%, 3.2%, 16.2%, -0.1%, 20.0%, 1.2%, 20.4%, 11.6%
Clc1ccc(-c2csc3ncnc(Cl)c23)cc1
 : 3.4%, 11.7%, 3.2%, 23.6%, 0.1%, -2.8%, -1.8%, -12.7%, 3.9%
CCOC(=O)n1cc(-c2cnc(CNC(=O)C(C)(c3ccccc3)c3ccccc3)o2)c2ccccc21
 : 28.1%, 12.3%, 2.6%, -4.5%, 0.2%, 3.3%, -0.9%, 0.7%, .
CC(C)C1Nc2ccc(C(=O)O)cc2C2C=CCC21 (configuration not stated)
 : -3.7%, 25.2%, 50.1%*, 20.9%, 0.2%, 13.6%, 4.1%, 3.7%, ?
CCCc1nnc2n1N=C(c1ccc([N+](=O)[O-])cc1)CS2
 : 21.8%, -1.0%, -2.5%, -1.5%, 0.4%, 20.5%, ., 1.8%, 6.9%
O=C(Nc1ccnn1C1CCN(Cc2ccc(F)cc2)CC1)C1CC1
 : 6.8%, ., 0.5%, -22.8%, 0.0%, 0.8%, -0.5%, -10.1%, 8.6%
O=C(NC1CCCC1)C(c1ccncc1)N(Cc1ccco1)C(=O)c1ccc(-c2ccccc2)[nH]1 (configuration not stated)
 : 6.6%, 16.9%, 2.9%, -16.9%, 0.5%, -12.2%, -4.7%, 16.4%, 8.2%
Cc1cc(C(=O)NC2CC(C)(C)Cc3c2cnn3-c2ccccc2)n(C)n1 (configuration not stated)
 : -3.3%, 5.3%, -0.7%, -5.7%, -0.2%, 32.6%, 1.9%, 9.7%, 7.3%
COc1ccc2[nH]c(C(=O)N3CCC(n4nccc4NC(=O)C4CC4)CC3)c(C)c2c1
 : 6.3%, 4.0%, 1.9%, -10.6%, -0.1%, 3.4%, 1.4%, 6.5%, 8.5%
CCCc1cc(C(=O)Cc2ccc(F)cc2)c(O)cc1O
 : 2.4%, 2.4%, -0.8%, 57.7%, 0.4%, 27.2%, 0.5%, 2.8%, 9.8%
O=C(CN1C(=O)/C(=C/c2ccco2)SC1=S)Nc1ccc(O)c(C(=O)O)c1
 : 5.0%, 54.3µM*, 58.3%*, 12.4%, 0.4%, 2.5%, 4.3%, 4.6%, ?
Cc1ccc(NC(=O)Nc2cc(-c3ccccc3)nn2C)cc1Cl
 : 24.1%, 6.8%, 0.3%, -1.7%, -0.2%, -2.2%, 0.3%, -4.9%, 9.5%
O=C(c1ccccc1)N1N=C(C(F)(F)F)CC1(O)c1ccccc1O (configuration not stated)
 : 3.7%[20 µM], 5.9%, 2.5%, -5.2%, -0.2%, -22.1%, -4.6%, -8.9%, 10.7%
Cc1nn(-c2ccccc2)c2ncc(C(=O)c3cc(Cl)ccc3O)cc12
 : ., 3.4%, 3.5%, -4.5%, 0.2%, 14.3%, -0.5%, -0.2%, 5.3%
CCn1c(=O)c(C(=O)NCc2ccc(OC)c(OC)c2)c(O)c2ccccc21
 : -20.2%, 0.5%, -0.5%, -8.1%, -0.2%, 12.7%, 1.3%, 9.5%, 13.9%
O=C1c2ccc(Oc3ccc4c(c3)C(=O)N(CCCCO)C4=O)cc2C(=O)N1CCCCO
 : -10.4%, 2.0%, -1.6%, 9.2%, -0.3%, 23.0%, 6.2%, -20.9%, 12.8%
N/C(=N\OC(=O)CCC1CCCC1)c1ccccc1
 : -9.7%, 17.6%, 0.0%, -41.2%, -0.1%, -25.3%, 0.5%, -12.7%, -7.5%
CCC/C=C(\CCC)C(NC(=O)Cc1ccccc1)c1ccc(C(=O)OC)cc1 (configuration not stated)
 : 11.8%, 17.2%, 1.8%, -26.8%, -0.1%, 0.8%, 2.0%, 14.2%, 11.0%
Cc1c(-c2ccccc2)nc2ccccc2c1C(=O)O
 : 3.4%, 3.6%, -1.5%, -10.1%, 0.2%, 5.6%, -0.5%, 6.1%, -6.3%
Cc1ccc(N2CSC3=C(C#N)C(c4cccs4)CC(=O)N3C2)cc1 (configuration not stated)
 : -30.1%, >100µM*, 0.6%, -15.7%, -0.1%, -13.0%, 4.9%, 5.2%, ?
Nc1ncnc(Oc2cccc3cccnc23)c1[N+](=O)[O-]
 : -20.8%, 14.6%, 0.9%, -44.7%, 0.4%, 3.3%, -9.5%, -5.8%, 6.1%
Cc1ccc(C(=O)NCCNC(=O)c2ccccc2)cc1
 : -18.7%[20 µM], 3.7%, -0.2%, -28.6%, -0.1%, -4.2%, -0.4%, 11.5%, 11.4%
CCCN(CCC)C(=O)COc1cc(=O)n(CC)c2ccccc12
 : 13.7%, -0.8%, 1.2%, -38.4%, 0.5%, 9.2%, -1.6%, 7.5%, 4.1%
O=c1cc(CO)oc(CN2CCN(c3cccc(C(F)(F)F)c3)CC2)c1O
 : -4.0%, -2.9%, -1.4%, 1.5%, -0.1%, 4.1%, -4.5%, -8.3%, 9.7%
COc1cc(S(=O)(=O)NCc2cccnc2)c(OC)cc1Br
 : 4.3%, 7.6%, -0.2%, -3.1%, -0.1%, 6.4%, -1.1%, 6.4%, 4.4%
Cc1cc(C)c(C#N)c(OCC(=O)c2ccc(Br)cc2)n1
 : 9.1%, 13.5%, 4.7%, -7.0%, -0.1%, 1.3%, 3.4%, 9.8%, -1.3%
COC(=O)/C=C/c1ccccc1S(=O)(=O)N(Cc1ccccc1)Cc1ccco1
 : -8.4%, 20.8%, 3.1%, -1.1%, 0.0%, -5.0%, -3.1%, -15.4%, 10.0%
COc1ccc(-c2nc(-c3ccncc3)no2)cc1OC
 : -6.9%, 17.1%, -3.2%, -47.5%, -0.1%, -50.9%, -1.4%, -9.2%, 9.8%
Cc1cc2[nH]c(=O)c(=O)[nH]c2cc1S(=O)(=O)NCc1ccc(Cl)cc1
 : 10.7%[20 µM], ., -0.4%, -15.5%, -0.3%, 26.1%, -6.9%, 2.0%, 3.1%
CN(CC(=O)NCCc1ccccc1)S(=O)(=O)c1ccc(Br)cc1
 : -12.0%, 13.6%, -0.2%, 11.7%, 0.6%, 2.1%, 4.5%, 21.9%, 7.0%
COc1ccc2c(c1)CCc1c(C(=O)NCCN3CCOCC3)noc1-2
 : -21.6%, 8.4%, 0.2%, -12.8%, 0.2%, 0.3%, -2.9%, -8.0%, 11.6%
COC(=O)COc1coc(CN2CCN(c3cccc(Cl)c3)CC2)cc1=O
 : -10.8%, 5.8%, 2.0%, -3.6%, -0.1%, 9.3%, 6.3%, 17.2%, -42.0%
